Cav32 inh: Cav3.2 calcium influx blockers – cell-based, Fluo-4 calcium fluorescence, FDSS, MLSMR library, primary screen; Voltage-dependent T-type calcium channel subunit alpha-1H (Homo sapiens), O95180; Cav3.2-expressing cells; active compounds read low; B-score at 10 µM; 4% of 100,000 active; AID 449739, 2010;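 active = single-dose well whose peak fluorescence ratio is a statistical outlier from its plate by either plate-standardised score or position-corrected B-score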
Target sequence (O95180 whole entry, looked up): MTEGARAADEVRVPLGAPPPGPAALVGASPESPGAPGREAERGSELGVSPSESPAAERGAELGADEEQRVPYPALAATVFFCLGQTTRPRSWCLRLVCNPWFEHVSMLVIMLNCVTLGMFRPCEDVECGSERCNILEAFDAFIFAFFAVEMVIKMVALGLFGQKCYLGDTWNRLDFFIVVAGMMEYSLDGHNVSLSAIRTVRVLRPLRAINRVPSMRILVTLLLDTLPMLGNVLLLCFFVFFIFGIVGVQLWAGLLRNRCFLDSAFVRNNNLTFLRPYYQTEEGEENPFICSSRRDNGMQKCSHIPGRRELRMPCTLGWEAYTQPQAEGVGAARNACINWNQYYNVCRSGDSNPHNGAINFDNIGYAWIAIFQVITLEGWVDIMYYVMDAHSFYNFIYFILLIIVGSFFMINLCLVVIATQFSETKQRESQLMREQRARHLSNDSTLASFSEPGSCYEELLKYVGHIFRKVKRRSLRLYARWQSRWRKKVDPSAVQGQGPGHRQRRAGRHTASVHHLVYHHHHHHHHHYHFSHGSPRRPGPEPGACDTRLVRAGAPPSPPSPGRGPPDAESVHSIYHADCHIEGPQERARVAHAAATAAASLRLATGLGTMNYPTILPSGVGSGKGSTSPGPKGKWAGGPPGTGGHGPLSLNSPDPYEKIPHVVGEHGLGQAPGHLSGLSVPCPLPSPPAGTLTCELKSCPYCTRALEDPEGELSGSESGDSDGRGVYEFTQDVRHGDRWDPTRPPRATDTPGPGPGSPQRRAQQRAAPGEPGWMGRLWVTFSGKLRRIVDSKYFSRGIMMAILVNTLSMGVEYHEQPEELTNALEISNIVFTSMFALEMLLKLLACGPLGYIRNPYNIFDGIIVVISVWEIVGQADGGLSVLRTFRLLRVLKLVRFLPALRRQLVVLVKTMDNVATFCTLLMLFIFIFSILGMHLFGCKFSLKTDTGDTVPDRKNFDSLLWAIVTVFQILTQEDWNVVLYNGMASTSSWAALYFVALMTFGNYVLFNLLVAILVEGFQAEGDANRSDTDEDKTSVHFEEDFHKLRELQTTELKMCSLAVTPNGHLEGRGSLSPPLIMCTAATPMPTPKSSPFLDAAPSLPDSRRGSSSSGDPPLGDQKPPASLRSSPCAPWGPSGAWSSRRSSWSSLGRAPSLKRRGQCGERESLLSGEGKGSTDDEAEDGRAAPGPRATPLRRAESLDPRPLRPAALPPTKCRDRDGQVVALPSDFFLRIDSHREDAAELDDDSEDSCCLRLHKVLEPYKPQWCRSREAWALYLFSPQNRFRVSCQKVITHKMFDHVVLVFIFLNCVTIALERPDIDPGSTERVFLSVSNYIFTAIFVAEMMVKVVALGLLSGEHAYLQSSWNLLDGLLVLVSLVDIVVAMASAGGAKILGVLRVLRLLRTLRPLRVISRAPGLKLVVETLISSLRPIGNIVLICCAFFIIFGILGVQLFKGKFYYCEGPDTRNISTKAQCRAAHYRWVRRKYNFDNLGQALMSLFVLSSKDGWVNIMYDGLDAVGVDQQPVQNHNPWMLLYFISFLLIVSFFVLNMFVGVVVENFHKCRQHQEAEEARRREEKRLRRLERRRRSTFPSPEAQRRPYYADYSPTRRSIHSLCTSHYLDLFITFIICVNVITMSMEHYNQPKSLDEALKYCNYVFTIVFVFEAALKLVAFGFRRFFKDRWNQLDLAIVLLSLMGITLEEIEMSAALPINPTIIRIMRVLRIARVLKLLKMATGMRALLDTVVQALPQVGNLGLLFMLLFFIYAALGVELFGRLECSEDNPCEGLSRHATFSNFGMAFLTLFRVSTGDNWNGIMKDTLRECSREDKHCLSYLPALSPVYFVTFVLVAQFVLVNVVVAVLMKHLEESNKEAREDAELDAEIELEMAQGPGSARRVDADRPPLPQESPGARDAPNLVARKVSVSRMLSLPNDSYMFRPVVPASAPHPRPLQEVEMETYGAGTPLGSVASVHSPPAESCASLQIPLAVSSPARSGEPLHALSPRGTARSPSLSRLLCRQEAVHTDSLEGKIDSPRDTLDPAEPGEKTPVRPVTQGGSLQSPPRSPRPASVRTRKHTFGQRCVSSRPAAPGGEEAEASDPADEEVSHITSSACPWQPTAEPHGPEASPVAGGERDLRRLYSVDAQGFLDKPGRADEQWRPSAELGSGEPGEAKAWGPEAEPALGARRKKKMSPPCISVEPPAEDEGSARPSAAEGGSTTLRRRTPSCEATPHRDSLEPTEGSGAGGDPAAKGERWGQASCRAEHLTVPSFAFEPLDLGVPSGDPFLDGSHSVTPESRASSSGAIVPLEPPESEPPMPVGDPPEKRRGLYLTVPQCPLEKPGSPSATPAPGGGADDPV
Numbers without * were called inactive. Some of the compounds tested. The share of hits here may be higher or lower than overall.

Cav32 inh | SMILES
0.036 | Cc1ccc(S(=O)(=O)NCc2ccc(C(=O)N3CCN(c4ccccn4)CC3)cc2)cc1
-0.57 | O=C(Nc1ccc2oc(-c3ccncc3)nc2c1)c1c(F)c(F)c(F)c(F)c1F
0.21 | COc1ccccc1CC(=O)N(CCC#N)CCC#N
-1.4 | CC(=O)c1cc(F)c(N2CCN(C(=O)COc3ccccc3F)CC2)cc1C
-0.77 | Cc1cc(C)cc(N(C(=O)c2sc(C)nc2C)C(C(=O)NCc2ccco2)c2ccccc2)c1 (stereo not given)
0.42 | CC(C)=CCc1c(O)cc(O)c2c(=O)c3c(CC=C(C)C)c(O)ccc3oc12
-2.3 | C(=N\n1cnnc1)/c1ccc(OC2CSC2)cc1
0.52 | COC(C[C@H](O)[C@@H](C)[C@H](O)COCc1ccccc1)OC
-1.8 | Cc1c(Cl)cccc1N1C(=O)C2ON(c3ccccc3)C(c3cccnc3)C2C1=O (stereo not given)
-0.49 | CCn1c(CSc2nccn2C)nc2cc(C(=O)O)ccc21
0.39 | COc1cccc(NC(=O)C(NCC2CCCCC2)c2ccccc2)c1 (stereo not given)
-0.028 | CCOC(=O)CC1=C(C(=O)OCC)C(c2ccc(OC)cc2OC)C(C#N)=C(N)O1 (stereo not given)
-0.44 | CCOc1ccc(/C=N/O)cc1
-1.1 | CC1(C)CC(=O)C2=C(C1)OC(N)=C(C#N)C21CCN(Cc2ccccc2)CC1
1.8 | COc1cccc(C(=O)Nc2c3c(nn2-c2cccc(C)c2C)CS(=O)C3)c1OC (stereo not given)

Continued.
Cav32 inh | SMILES
0.026 | CSc1nc2nccc(-c3ccc(-c4ccccc4)cc3)n2n1
-4.3* | Cc1cc2ncn(CCCCOc3ccccc3)c2cc1C
0.064 | COc1ccc(C(=O)N2CC3(CC(c4ccc(Cl)cc4)=NO3)C[C@H]2C(=O)NCC(N)=O)cc1 (stereo not given in full)
0.082 | O=C(CCc1n[nH]c(=O)[nH]c1=O)N1CCOCC1
-0.3 | COc1ccc(-c2nnc3n2-c2ccccc2SC3)cc1OC
-1.1 | Fc1ccccc1CSc1nnc(Cn2cnc3ccccc32)n1-c1ccccc1
0.15 | CCOc1ccc(N(CC(=O)NCc2ccc(OC)cc2)S(=O)(=O)c2c(C)noc2C)cc1
0.54 | CCN(C(=O)c1ccc(NC(C)=O)cc1)c1ccccc1C
-0.2 | CCN(CC)S(=O)(=O)c1ccc2oc(Nc3ccc4c(c3)OCCO4)nc2c1
-3.7* | O=C(CSCC(=O)N1CCCCC1)Nc1nc(-c2cccs2)cs1
-0.15 | CC(C)c1ccc(-c2nc(N3CCCC3)nc3n[nH]c(N)c23)cc1
-2.7 | COc1ccc(Cl)cc1N(CC(=O)Nc1ccccc1SC)S(C)(=O)=O
-0.84 | CCCOC(=O)C1[C@H]2C(=O)N(C(C)c3ccc(OC)cc3)C[C@]23C=C[C@H]1O3 (stereo not given in full)
-1.5 | COc1ccc(C2c3ccc4ccccc4c3Oc3ncn(CCN4CCOCC4)c(=N)c32)cc1 (stereo not given)
-2 | CCSCCC(NC1=CC(=O)CC(C)(C)C1)C(=O)O (stereo not given)

Additional entries
Cav32 inh | SMILES
-0.94 | Cc1cccc(Nc2ccncc2S(=O)(=O)NC(=O)NC(C)C)c1
-0.27 | COc1cccc(-c2nn3c(-c4ccccn4)nnc3s2)c1
-3.2 | COCCn1c(SCC(=O)NC(=O)NCc2ccccc2)nc2ccccc21
-3 | CCN(CC)c1nc(SCCOC(=O)Nc2ccccc2)nc(N(CC)CC)n1
0.13 | Cc1ccn2cc(C(=O)Nc3ccccc3N3CCOCC3)nc2c1
-0.14 | CCOC(=O)Cn1nnc(-c2ccc(SC)cc2)n1
0.093 | CS(=O)(=O)N(Cc1ccccc1)c1ccc(C(=O)Nc2cccnc2)cc1
-0.21 | Cc1cccc(Cn2c(NCCO)nc3c2c(=O)n(C)c(=O)n3C)c1
-1.4 | Cn1c(=O)[nH]c(=O)c2c1nc(CN1CCN(Cc3ccccc3)CC1)n2CC(N)=O
0.23 | Cc1cc2nc(SCC(=O)O)nc(C)c2cc1C
1.5 | COc1ccc(NC(=O)Cn2cccc2)c(OC)c1
-0.26 | COC(C[C@H]1O[C@H]1[C@@H](O)COCc1ccccc1)OC
0.44 | CN(C)c1nc(SCc2ccc(Cl)cc2)nc2c1CCCC2
0.22 | C(=N/N1CCN(c2ccccc2)CC1)/c1cccs1
0.72 | c1ccc(Nc2nc(-c3ccncc3)cs2)cc1

Some of the entries so far, bar-delimited:
canonical_smiles | Cav32 inh
Cn1c(=O)[nH]c(=O)c2c1nc(CN1CCN(Cc3ccccc3)CC1)n2CC(N)=O | -1.4
Cc1cc2nc(SCC(=O)O)nc(C)c2cc1C | 0.23
COc1ccc(NC(=O)Cn2cccc2)c(OC)c1 | 1.5

Other structures follow.
Cav32 inh | SMILES
1.1 | O=S(=O)(N=S(N1CCCCC1)N1CCCCC1)c1ccccc1
-0.97 | Cc1nc2ccccc2c(-c2ccccc2)c1C(=O)c1ccccc1
0.28 | Cc1cc(-c2ccccc2)c2c3c(cn2n1)c(=O)n(C)c(=O)n3C
0.26 | Cc1cn(-c2cc(C(=O)Nc3ccc(C)c(NC(=O)N4CCNC4=O)c3)cc(C(F)(F)F)c2)cn1
1.2 | COc1cc(C2C(C#N)=C(C)NC3=C2C(=O)CC(C)(C)C3)ccc1O (stereo not given)
0.16 | COc1cccc(C(=O)Nc2nnc(C3CCCO3)s2)c1 (stereo not given)
-1.9 | Cc1ccccc1OCC(O)CN (stereo not given)
0.15 | CCOC(=O)C1CCCN(C(=O)c2cn(C)c3ccc(S(=O)(=O)N4CCCC4)cc3c2=O)C1 (stereo not given)
-2 | CCCOC(=O)Cn1c(=O)c2cc3c(=O)n(CC(=O)OCCC)c(=O)c3cc2c1=O
-1.6 | CCOC(=O)c1c(C)[nH]c(C(=O)OC/C(O)=C(\C#N)c2nc3ccccc3[nH]2)c1C
0.042 | Cc1ccc(S(=O)(=O)NCCC(=O)Nc2nnc(C)s2)cc1
-1.6 | O=C(NCCC1=CCCCC1)c1cnsn1
0.031 | O=C(Nc1ccc(-c2nc3ccccc3[nH]2)cc1)C1CCCO1 (stereo not given)
-0.12 | Cc1noc(NS(=O)(=O)c2ccc(NC(=O)c3cnc4n(c3=O)CCS4)cc2)c1C
0.76 | CCCC(=O)N(c1ccc(F)cc1)C1C=CS(=O)(=O)C1 (stereo not given)

Fetched by compound from the list above (4):
Cav32 inh | SMILES
0.042 | Cc1ccc(S(=O)(=O)NCCC(=O)Nc2nnc(C)s2)cc1
0.16 | COc1cccc(C(=O)Nc2nnc(C3CCCO3)s2)c1 (stereo not given)
0.28 | Cc1cc(-c2ccccc2)c2c3c(cn2n1)c(=O)n(C)c(=O)n3C
0.26 | Cc1cn(-c2cc(C(=O)Nc3ccc(C)c(NC(=O)N4CCNC4=O)c3)cc(C(F)(F)F)c2)cn1

(listing goes on)
Cav32 inh | SMILES
-0.028 | O=C(Nc1ccc(Cl)cc1)C1CC=CCC1C(=O)OCC(F)(F)C(F)F (stereo not given)
-2.8 | O=C(NCc1ccc2c(c1)OCO2)C12CN(Cc3ccccc3)CC1C(c1cccc([N+](=O)[O-])c1)=NO2 (stereo not given)
-0.79 | COC(=O)c1cc2sc(Cl)cc2n1CC(=O)Nc1cccc(SC)c1
-0.75 | N=C(N)SCCc1cccc(CCSC(=N)N)c1
-2.6 | Cn1c(SCC(=O)N2CCCc3ccccc32)nc2ccccc2c1=O
-0.37 | C=C1CCN([C@H](C(=O)OCc2ccc(C)cc2)C(C)C)S(=O)(=O)c2ccccc21
0.079 | O=C(CN1C(=O)c2ccccc2S1(=O)=O)c1ccccc1
-0.94 | CCCn1c(/N=C/c2ccccc2O)nc2ccccc21
-4.6* | CC(=O)n1nc(-c2ccccc2)nc1NCc1ccc(F)cc1
-3.6 | Cc1ccc(-n2c(C)cc(/C([O-])=C(/C(=S)Nc3ccc(F)c(Cl)c3)[n+]3ccccc3)c2C)cc1
0.74 | CCC(C)N1CCCCC1C(=O)Nc1c(C)cc(C)cc1C (stereo not given)
-0.41 | Cc1cc(NC(=O)c2cc3ccccc3oc2=O)no1
-4.7* | c1ccc(-c2noc(CSc3nnc(Cc4cccs4)n3-c3ccccc3)n2)cc1
1.3 | CCCCNC(=O)C1C2C=CC3(CN(Cc4ccc(C)cc4)C(=O)C13)O2 (stereo not given)
-0.24 | COc1ccc(OCC(=O)OCC(=O)Nc2ccc(S(=O)(=O)N3CCCCC3)cc2)cc1

Laid out differently: entries from further up.
Structure | Cav32 inh
Cc1ccc(-n2c(C)cc(/C([O-])=C(/C(=S)Nc3ccc(F)c(Cl)c3)[n+]3ccccc3)c2C)cc1 | -3.6
CCC(C)N1CCCCC1C(=O)Nc1c(C)cc(C)cc1C (stereo not given) | 0.74

Remaining list, next part.
Cav32 inh | SMILES
-8.4* | CC1CC(C)CN(C(=O)Cn2c(SCC(=O)N3CCc4ccccc4C3)nc3ccccc32)C1 (stereo not given)
-0.67 | Cc1cc(CSc2ccccc2)ccc1NC(=O)COc1ccccc1
-0.4 | CCCS(=O)(=O)N1CCC(C(=O)NC2CCCC(C)C2C)CC1 (stereo not given)
-5* | O=S(=O)(NCCSc1ccccc1)c1ccc2c(c1)OCCO2
-0.86 | CN(C(=O)Cn1nnc(-c2cccc(C(F)(F)F)c2)n1)C1CCCCC1
0.065 | CCOC(=O)c1ccc(COC(=O)c2cc(=O)[nH]c3ccccc23)o1
-0.016 | CCCCC(CC)C(=O)NCCc1ccc(S(N)(=O)=O)cc1 (stereo not given)
-0.11 | O=C(Nc1ccc(CN2CCCCC2)cc1)c1ccc2c(c1)OCO2
-0.61 | Cc1cc(C)c(S(=O)(=O)n2ccc(-c3ccc(OCCN(C)c4ccccn4)cc3)n2)c(C)c1
-4.2* | NC(=O)C1(N2CCCCC2)CCN(Cc2ccc(F)cc2)CC1
-0.14 | N#CC1(c2ccccc2)CCCN1C(=O)c1ccc(Br)o1 (stereo not given)
0.062 | C=CCn1c(COc2ccccc2)nnc1SCC(=O)NCC(=O)OCC
-1 | CC(=O)N1CCc2c(sc(NC(=O)c3ccc(S(=O)(=O)N(C)C)cc3)c2C#N)C1
-0.99 | CCN(CC)S(=O)(=O)c1ccc(-c2nnco2)cc1
-4.8* | COc1ccc(Cl)cc1C(=O)NC(=S)Nc1cc(-c2nc3ccccc3[nH]2)ccc1C

(list continues)
Cav32 inh | SMILES
-0.2 | Cc1cc(NC(=O)Nc2ccccc2)n(-c2ccccc2)n1
1 | O=C(NS(=O)(=O)c1ccccc1)c1ccccc1F
0.044 | COc1ccc(Cn2c(-c3ccco3)nc3oc4ccccc4c(=O)c3c2=O)cc1
-0.12 | CCCCC(=O)Nc1ccc(C(=O)Nc2nc(CC(=O)OCC)cs2)cc1
1.3 | C=CCOC(=O)C1=C(C)Nc2nc3ccccc3n2C1c1ccncc1 (stereo not given)
-0.12 | Cn1c(CNC2CCCCC2)c(C#N)c2ccccc21
0.5 | CCn1c(=O)cc(O)c2c(=O)n(C)c(=O)n(C)c21
0.36 | CN(C)S(=O)(=O)c1cccc(C(=O)Nc2cc(Cl)ccc2O)c1
0.32 | O=c1cc(-c2ccccc2)[nH]c2nc3ccccc3n12
-0.66 | NC(=O)CCCc1nc(-c2ccccc2Cl)no1
0.38 | O=Cc1ccc(OC(=O)C2CC(=O)N(c3ccc(F)cc3)C2)cc1 (stereo not given)
-2.9 | Clc1cccc(Cl)c1COn1nnc2ccccc21
-0.72 | Cc1cc(C)n(S(=O)(=O)c2ccc3ccccc3c2)n1
-0.85 | COc1ccc(NC2SC(=O)N(CC(=O)O)C2=O)cc1 (stereo not given)
-0.23 | Cc1cc(NCCO)nc(-n2nc(C)cc2C)n1

More records follow.
Cav32 inh | SMILES
-0.61 | NC(=O)C1(N2CCCCC2)CCN(C2CC(=O)N(CCc3ccccc3)C2=O)CC1 (stereo not given)
1.1 | CC(C)C(=O)Nc1ccc2c(c1)nc(CCN1CCN(C)CC1)n2C
1.4 | CCCNC(=O)C1(CC2CC(c3ccccc3)=NO2)CCN(C(=O)C2(C)CC2)CC1 (stereo not given)
0.14 | CCOC(=O)CCC(NC(=O)c1cncc(O)c1)C(=O)OCC (stereo not given)
-0.092 | COc1cc2[nH]c(=O)n(CCC(=O)N3CCC(N4CCCCC4)CC3)c(=O)c2cc1OC
0.2 | COc1ccc(NC(=O)CSc2nc3c(cc2C#N)CN(C)CC3)cc1
-4.9* | CN(Cc1ccccc1)C(=O)CCS(=O)(=O)c1ccc2c(c1)n(C)c(=O)c(=O)n2C
-0.026 | CC(Sc1ccsc1[N+](=O)[O-])C(=O)NCCc1ccc(Cl)cc1 (stereo not given)
-0.034 | O=C(Nc1ccccc1)N1CCc2ccccc2C1
0.2 | CCOC(=O)c1c(C)c(C(=O)NCc2ccccc2OC)c(C)n1C
-1 | COc1ccc(Cn2c(CCC(=O)NCc3ccco3)nc3cccnc32)cc1
0.084 | O=C(CN1C(=O)CCSc2ccccc21)Nc1cccc(F)c1
0.81 | N#Cc1ccc(NC(=O)c2nc(-c3ccccc3)n(-c3ccccc3)n2)cc1
0.28 | CCCc1nnc(SCc2ccc(C(=O)OC)o2)n1N
0.55 | CCc1nnc(NC(=O)NC(C)(C)C)s1

Part of the list above, with each value named:
> CN(Cc1ccccc1)C(=O)CCS(=O)(=O)c1ccc2c(c1)n(C)c(=O)c(=O)n2C
  Cav32 inh = -4.9*
> CC(Sc1ccsc1[N+](=O)[O-])C(=O)NCCc1ccc(Cl)cc1 (stereo not given)
  Cav32 inh = -0.026
> O=C(Nc1ccccc1)N1CCc2ccccc2C1
  Cav32 inh = -0.034
> CCOC(=O)c1c(C)c(C(=O)NCc2ccccc2OC)c(C)n1C
  Cav32 inh = 0.2

Additional compounds.
Cav32 inh | SMILES
-0.062 | O=c1c2ccccc2sn1-c1ccc(S(=O)(=O)N2CCCC2)cc1
0.31 | COc1ccc(-c2nnc3n2N=C(C)CS3)cc1OC
0.71 | O=C(Oc1ccc(/C=N/NC(=O)c2ccccc2O)cc1)c1ccccc1
0.44 | CCn1c(CC(C)C)n[nH]c1=S
0.48 | COc1ccc(CN(C(=O)c2cccs2)c2nccs2)cc1OC
-0.044 | CC(C)CC(=O)Nc1cccc(-c2nc3ccccc3o2)c1
-0.65 | COc1ccc(NC(=O)c2cccs2)cc1
-4.3* | CC1CC(N(C(=O)c2ccco2)c2ccccc2)c2ccccc2N1 (stereo not given)

Screening results: PubChem, Vanderbilt High Throughput Screening Facility
